Screens from PubChem BioAssay.
M1 antagonist: antagonists of rat M1 muscarinic receptor; P08482; CHO-M1 cells, Fluo-4 calcium, ACh EC80 antagonist mode; hits give low values; B-score at 10 µM; hit rate 3.4% among 64,000; AID 628;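 active = calcium fluorescence response, raw or row-and-column corrected B-score, differing from the plate sample mean either way at a set confidence level, mostly lower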
Target sequence (P08482 whole entry, looked up): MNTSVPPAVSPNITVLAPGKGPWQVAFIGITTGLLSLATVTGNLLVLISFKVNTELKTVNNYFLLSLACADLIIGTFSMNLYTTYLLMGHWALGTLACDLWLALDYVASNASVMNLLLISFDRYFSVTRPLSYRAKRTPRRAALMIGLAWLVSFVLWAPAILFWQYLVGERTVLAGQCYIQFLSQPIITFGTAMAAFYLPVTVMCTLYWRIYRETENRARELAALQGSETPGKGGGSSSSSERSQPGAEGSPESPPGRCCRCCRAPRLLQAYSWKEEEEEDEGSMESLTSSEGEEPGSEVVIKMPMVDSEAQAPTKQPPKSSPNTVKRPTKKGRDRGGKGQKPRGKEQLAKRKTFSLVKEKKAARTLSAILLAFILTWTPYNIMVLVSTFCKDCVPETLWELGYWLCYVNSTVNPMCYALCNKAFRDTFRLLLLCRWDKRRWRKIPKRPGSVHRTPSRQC
TNAP act mid DEA: human TNAP activation, intermediate phosphate acceptor. AID 813. P05186. activation factor at 20 µM. purified TNAP, CDP-star luminescence, 100 mM DEA, 30 min; hits give high values; scale: 0 levamisole-inhibited, 1 vehicle-only enzyme. 64,000 tested, under 10 active;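 active = activation factor of at least 2 at 20 µM, relative to controls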
S1P1 ag-PAM: agonists and agonism potentiators of human S1P1 receptor. activation, % at 9.5 µM. AID 449. hit rate 0.57% among 56,000. P21453. S1P1 CRE-bla cells, forskolin, beta-lactamase FRET, potentiator mode; S1P1 agonist co-added at EC20, 2 nM; 100% = saturating reference agonist, 0% = basal;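 active = activation above a cutoff set at the mean activation of all tested compounds plus 3 SD, cut at about 54% in these data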;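 note: forskolin at 4 µM as EC80 and the EC20 agonist is SEW2871; 100% = SEW2871 at its EC100 plus forskolin at EC80; some compounds past the cut are filed as inactive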
Ec RNAP inh: Escherichia coli RNA polymerase inhibition; P0A8V2; E. coli RNA polymerase, fluorescence transcription assay; inhibition, %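 (tested at 10 µM)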; hit rate 0.2% among 62,000; in the data active = inhibition above about 20%;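 note: 0% = enzyme without compound and 100% = no enzyme blank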
Jurkat viability: cytotoxicity toward Jurkat cells; inhibition, % at 4 µM; hit rate 1.2% among 56,000; Jurkat E6.1 viability, ATP luminescence, 48 h; AID 463;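 active = inhibition above the mean inhibition of all tested compounds plus 3 SD, cut at about 28% in these data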
D1 allo mod: allosteric modulators of human D1 dopamine receptor | P21728 | HEK293 D1, CRE-luciferase, dopamine EC30 potentiation; actives deviate in either direction | B-score at 10 µM | hit rate 5.9% among 58,000;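 active = luminescence count or its row- and column-corrected plate score outside the 99.7% band of the plate's sample wells, on either side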
M1 agonist: M1 muscarinic receptor agonism; CHO-M1 cells, Fluo-4 calcium fluorescence, agonist mode; hits give high values; B-score at 10 µM; hit rate 3% among 64,000;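 active = fluorescence rise, raw or as B-score row- and column-corrected plate score, outside the 99.7% band of its plate's samples, either direction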
HEK293 NFkB inh: lowers PMA/ionomycin-induced NF-kB signal in HEK293 cells. HEK-293 NF-kB luciferase reporter, luminescence. inhibition, % at 3 µM. hit rate 0.21% among 62,000. AID 465;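 active = inhibition above the mean of all tested compounds plus 3 SD, cut at about 40% in these data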;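 note: 0% = stimulated DMSO wells and 100% = 10 µM reference inhibitor 5653914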
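Timing: 1 h pretreatment, 16 h stimulation, 37 °C; system: HEK-293 cells with stable firefly luciferase reporter driven by four HIV NF-kB elements; doses: 3 µM once, 0.30% DMSO; measured by: luciferase luminescence; control set: DMSO and 10 µM reference inhibitor; repeats: single test; reagent: PMA plus ionomycin mix as NF-kB-activating stimulus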
S1P3 agonist: agonists of human S1P3 receptor; Q99500; S1P3 NFAT-BLA reporter cells, agonism, FRET ratio; relative to 1 µM S1P, basal subtracted; activation, % at 4.5 µM; hit rate 0.1% among 60,000; AID 373;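 active = activation above the screen-wide mean plus 3 SD, cut at about 4.5% in these data, passing the limit was not always enough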; note: some compounds called inactive have numbers as strong as hits
Target sequence (Q99500 whole entry, looked up): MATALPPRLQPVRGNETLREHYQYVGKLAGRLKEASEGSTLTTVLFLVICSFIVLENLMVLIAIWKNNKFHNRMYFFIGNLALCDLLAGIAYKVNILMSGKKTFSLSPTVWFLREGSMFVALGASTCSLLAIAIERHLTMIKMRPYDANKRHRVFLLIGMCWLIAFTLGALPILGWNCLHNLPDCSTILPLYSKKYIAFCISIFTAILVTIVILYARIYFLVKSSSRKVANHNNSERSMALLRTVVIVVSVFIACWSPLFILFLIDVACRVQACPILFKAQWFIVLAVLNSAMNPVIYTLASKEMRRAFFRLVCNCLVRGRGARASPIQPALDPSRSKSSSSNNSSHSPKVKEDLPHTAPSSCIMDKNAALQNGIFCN
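material = human S1P3 NFAT-BLA reporter CHO cells | schedule = 4 h compound at 37 °C, 2 h substrate at RT | measured by = fluorescent BLA substrate, ex 405 nm, em 460/535 nm ratio | controls = 1 µM S1P reference | replication = primary once, confirmation triplicate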
The depositor's hits bear a star; . = no result given.

Start of the data: the first 5 compounds (preview)
SMILES	M1 antagonist	TNAP act mid DEA	S1P1 ag-PAM	Ec RNAP inh	Jurkat viability	D1 allo mod	M1 agonist	HEK293 NFkB inh	S1P3 agonist
CCS(=O)(=O)N1CCCC(C(=O)NCCN(C)Cc2ccccc2)C1 (configuration not stated)	0.399	1	-3.1	-3.8	4.1	-0.697	-9.69e-06	0.8	-0.3
Cc1ccc(NC(=O)c2cnccn2)c(OC(F)F)c1	0.41	0.9	2.0	8.4	-9.7	1.89	-0.0306	7.2	0.2
CCn1c(=O)c2c(cnn2C)c2ccccc21	-0.214	1	39.7	8.8	-7.2	-0.998	0.24	14.0	-0.5
CC(C)NC(=O)Cn1c(SCC(=O)N2CCCc3ccccc32)nc2ccccc21	0.222	1.1	-1.8	-6.7	-9.4	-0.205	-0.627	9.6	-0.2
COCCNC(=O)CN1CCN(C(c2ccccc2)c2ccccc2)CC1	-1.24*	1	4.8	-11.8	-0.8	1.07	-0.85	17.9	0.0

The whole of this part, previewed entries included:
SMILES	M1 antagonist	TNAP act mid DEA	S1P1 ag-PAM	Ec RNAP inh	Jurkat viability	D1 allo mod	M1 agonist	HEK293 NFkB inh	S1P3 agonist
CCS(=O)(=O)N1CCCC(C(=O)NCCN(C)Cc2ccccc2)C1 (configuration not stated)	0.399	1	-3.1	-3.8	4.1	-0.697	-9.69e-06	0.8	-0.3
Cc1ccc(NC(=O)c2cnccn2)c(OC(F)F)c1	0.41	0.9	2.0	8.4	-9.7	1.89	-0.0306	7.2	0.2
CCn1c(=O)c2c(cnn2C)c2ccccc21	-0.214	1	39.7	8.8	-7.2	-0.998	0.24	14.0	-0.5
CC(C)NC(=O)Cn1c(SCC(=O)N2CCCc3ccccc32)nc2ccccc21	0.222	1.1	-1.8	-6.7	-9.4	-0.205	-0.627	9.6	-0.2
COCCNC(=O)CN1CCN(C(c2ccccc2)c2ccccc2)CC1	-1.24*	1	4.8	-11.8	-0.8	1.07	-0.85	17.9	0.0
O=C(c1cc2ccccn2n1)N1CCN(Cc2ccccc2)CC1	-1.28	1	-10.9	-5.0	-4.1	.	-0.172	9.9	-0.6
COC(=O)/C=c1\sc2ncnn2c1=O	-0.172	1	1.0	-9.8	-0.9	-0.199	-0.447	6.3	-1.8
Cc1ccc(CNC(=O)C2CCCN(S(=O)(=O)c3cnc[nH]3)C2)cc1 (configuration not stated)	0.768	0.9	-15.9	6.9	-1.0	0.00996	0.0776	19.3	-0.1
CCN(CC)C(=O)CN(C#N)c1nc(OC)nc(N(C)C)n1	1.11	1	.	5.4	.	-0.733	0.065	11.7	.
CC(C)(C)OC(=O)N1CCC[C@H]1c1nnc(SCc2c(Cl)cccc2Cl)o1	-0.641	0.9	32.2	3.2	5.4	.	0.175	12.9	-1.1
CCCC1C2C(=O)N(c3ccccc3OC)C(=O)C2ON1c1ccccc1 (configuration not stated)	-0.653	0.8	-15.5	-1.2	.	-0.0297	-0.154	.	-2.5
O=C(c1ccccc1)c1cc(-c2ccccc2)on1	0.0552	0.9	-11.2	16.1	.	-0.188	0.0896	.	-3.6
Cc1cc(NC(=O)CC(CN(C)S(=O)(=O)c2ccccc2)c2ccccc2)no1 (configuration not stated)	0.472	0.9	-4.1	0.5	-1.6	-0.822	-0.0225	9.0	-0.7
COc1ccccc1NC(=O)CSc1ccc2nnc(-c3cccnc3)n2n1	-0.206	0.9	22.2	-2.1	6.6	2.5*	-0.247	23.8	-1.0
COc1ccc(N2CCn3c2nc2c3c(=O)n(CCc3ccccc3)c(=O)n2C)cc1	0.772	0.9	7.6	0.2	5.3	-0.42	-0.459	4.1	-0.4
COc1cccc(C(=O)Nc2ccc(NC(=O)C3CC3)cn2)c1	0.0751	0.9	7.4	7.8	-0.6	-2.23	0.287	1.4	0.4
COc1cccc(CNc2ccc(N3CCCCC3)cc2)c1OC	-1.1	0.9	0.7	4.0	3.4	-0.908	-0.0174	3.8	-0.8
Cc1cc(NC(=O)c2ccc3c(c2)C(=O)N(C2CCCCC2)C3=O)no1	0.422	0.9	.	12.1	.	0.433	0.65	5.8	.
Cc1c(/C(O)=C2/C(=O)C(=O)N(CCCN3CCOCC3)C2c2ccncc2)cnn1-c1ccccc1 (configuration not stated)	-0.31	1	-11.1	4.4	.	-0.495	0.378	.	-3.8
COc1ccc(S(=O)(=O)CCC(=O)O)cc1	0.105	0.9	-17.8	-5.5	-0.6	-0.108	-0.66	-0.7	-0.5
CCCN1CCN(c2ncnc3c2nnn3Cc2ccccc2)CC1	-0.841	0.9	1.5	-2.5	62.6*	0.21	-1.99e-05	7.4	-0.6
O=C(c1cn(-c2ccccc2)nc1-c1ccncc1)n1nnc2ccccc21	-1.54	1	.	3.5	-3.1	12.3*	0.73	5.6	-0.4
O=C(O)CC(C(=O)NCc1ccccc1)C1CCCO1 (configuration not stated)	-0.333	0.9	-14.3	5.5	-1.7	0.0962	-0.846	-3.5	0.2
CCCCP(=O)(CCCC)c1ccccc1C(=O)O	-3.73*	0.8	-7.5	7.1	-3.2	-0.0296	0.262	3.4	0.1
COc1ccc(N=C2SC(C(=O)O)CC(=O)N2Cc2ccc(OC)c(OC)c2)cc1 (configuration not stated)	0	1	.	7.3	3.2	2.14	-0.885	24.1	-0.5

The list goes on.
SMILES	M1 antagonist	TNAP act mid DEA	S1P1 ag-PAM	Ec RNAP inh	Jurkat viability	D1 allo mod	M1 agonist	HEK293 NFkB inh	S1P3 agonist
Cc1cc(C)cc(N(CC(=O)NCC2CCCO2)C(=O)CCC(=O)Nc2cc(C)on2)c1 (configuration not stated)	-0.687	0.9	-1.7	9.5	-3.5	-1.01	-0.0262	1.3	0.9
COc1ccc(S(=O)(=O)Cc2ccc(C(=O)NCc3ccc(F)cc3)o2)cc1	-0.504	0.9	-3.9	6.6	-2.7	0.00348	-0.133	1.1	0.9
Cc1sc2ncn(CCn3cnc4sc(C)c(C)c4c3=O)c(=O)c2c1C	-0.409	0.9	40.4	4.9	2.0	0.291	1.19	5.4	-1.3
CCC(=O)N1CCN(c2ccc(Cl)cc2NC(=O)c2ccc3c(c2)OCCO3)CC1	0.251	0.9	13.3	-8.1	4.2	0.0706	-0.327	18.3	-1.4
CCCCCOC(=O)c1ccc(NC(=O)c2ccco2)cc1	0.666	0.9	6.3	5.2	1.0	.	0.0131	-10.7	-0.8
Cc1cc(C)c(NC(=O)CSc2nnc(-c3ccncc3)n2Cc2ccco2)c(C)c1	0.0581	0.9	7.8	3.0	0.9	-0.529	-1.08	10.1	-1.3
Cc1cc(C)c(NC(=O)CS(=O)CC(=O)N2CCN(c3ccc(F)cc3)CC2)c(C)c1 (configuration not stated)	0.0884	0.9	-3.6	13.4	-1.1	-0.0781	-1.26	18.7	-0.4
Cn1c(=O)c2c(nc(Oc3ccc4c(c3)OCO4)n2Cc2ccc(Cl)cc2)n(C)c1=O	0.251	1	.	9.1	3.6	-0.151	-0.0221	4.4	-1.0
COC(=O)Nc1c(C(=O)OC)cc(OC)c(OC)c1OC	-0.0987	0.9	-14.3	4.7	-6.5	0.895	-0.806	22.0	-2.0
Cc1ccc(C(=O)CC(C(=O)O)n2cccn2)cc1 (configuration not stated)	0.312	0.9	.	9.0	4.1	0.373	-0.189	4.2	-0.1
COC(=O)c1[nH]c2ccc(C)cc2c1NS(=O)(=O)c1ccc(F)cc1	-0.245	0.9	12.7	-2.6	7.4	-0.017	-0.23	15.9	-0.3
CCOc1ccc(N(CC(=O)Nc2cccc(OC)c2)S(=O)(=O)c2c(C)noc2C)cc1	0.518	0.8	10.2	7.1	7.7	-0.6	-0.19	4.4	-1.3
CCOC(=O)CN1C(=O)C(O)(CC(=O)c2cccc(OC)c2)c2ccccc21 (configuration not stated)	0.154	0.9	-11.1	5.6	3.7	-0.489	-0.355	10.1	-1.0
COc1ccc(-c2csc(N(CCCN3CCOCC3)C(=O)c3ccco3)n2)cc1	-1.13	0.9	8.2	9.2	10.3	.	8.81*	3.9	-0.4
CCSCc1nnc(SCC(=O)Nc2cccc(SC)c2)n1C	0.0713	1	.	9.2	-3.7	.	0.396	7.0	-0.3
CC1(C)NC(=O)N(CCOc2cccc(Oc3ccccc3)c2)C1=O	-0.997	1	.	1.1	-1.1	0.987	-0.409	21.8	0.1
COC(=O)C(C)Sc1ncnc2c1nnn2-c1ccc(F)cc1 (configuration not stated)	0.12	0.9	-11.4	5.7	2.2	-0.408	-0.162	-12.3	0.1
O=C(O)COc1ccc(S(=O)(=O)c2ccc(OCC(=O)O)cc2)cc1	0.637	0.9	-19.9	10.2	-7.0	0.51	-0.815	1.7	-0.3
Cc1ccc(Cn2ccc(NC(=O)c3cc(-c4ccccc4)on3)n2)cc1	-0.0754	0.9	.	0.8	8.9	-0.0786	0.706	8.5	-0.6
CCc1nnc(NC(=O)CN2CCC(O)(c3ccccc3OC)CC2)s1	1.74e-05	1	4.8	2.9	-3.1	0.45	0.089	5.5	-0.4
CCOC(=O)CSc1nnc(CNC(=O)c2ccc(OC)cc2OC)n1-c1ccc(OC)cc1	0.696	1	13.7	-1.4	2.3	0.545	0.0842	0.9	-1.1
Cc1ccc(S(=O)(=O)N2CCCN(S(=O)(=O)c3ccc(C)cc3)CC2)cc1	-0.0373	0.9	.	7.5	2.6	-0.939	0.482	7.7	-0.2
COc1ccccc1NC(=O)CCN1CCCCCC1	-0.0924	0.9	-12.4	-1.4	-2.1	-0.956	-0.388	10.5	0.4
COC(=O)c1ccc(C2C(C(=O)OCC(C)C)=C(C)N=C3SCCC(=O)N32)cc1 (configuration not stated)	-1.22	0.9	12.0	0.6	7.7	0.742	1.53	24.0	-1.4
COc1ccc(NC(=O)c2cc(-c3ccccc3OC)on2)cc1	0.456	0.9	42.1	0.5	92.3*	-1.16	-0.444	18.4	-0.5

Next part
SMILES	M1 antagonist	TNAP act mid DEA	S1P1 ag-PAM	Ec RNAP inh	Jurkat viability	D1 allo mod	M1 agonist	HEK293 NFkB inh	S1P3 agonist
CCC(C)c1ccccc1NC(=O)c1cccnc1 (configuration not stated)	-0.312	0.9	.	-1.3	.	0.718	-0.468	-0.9	.
Cc1cc(C)cc(NC(=O)C2CCCC2)c1	-0.348	0.9	-32.7	3.5	-1.5	-0.982	-0.451	25.9	0.1
Cc1nc(C)c(-c2csc(NCc3ccccc3)n2)s1	2.84	0.9	11.7	13.6	-0.7	0.341	-0.989	8.4	-0.9
O=C(CN1CCCc2ccccc21)NC(=O)NCc1ccco1	-0.0319	1	-6.8	4.8	4.4	0.885	0.0332	15.5	-0.3
COc1ccc(N2CCN(C(=O)Cc3ccc(-n4c(=O)[nH]c5ccccc5c4=O)cc3)CC2)cc1	0.443	0.8	-14.4	5.5	9.2	-0.0352	0.486	5.6	-0.5
COc1cc(OC)c(C2N(C)c3ccccc3N2C)cc1OC	0.0244	0.8	2.1	5.4	8.9	-1.41	0.449	20.2	-1.8
O=C(NCCN1CCOCC1)c1c(F)c(F)c(F)c(F)c1F	1.32	0.9	6.5	.	3.1	0.234	0.102	-6.1	-1.4
Cc1cc(C)n2nc(NCc3ccccc3)nc2n1	0.222	0.9	-5.4	5.0	2.6	-0.183	0.0506	-1.4	-1.2
O=C(Nc1ccccc1C(F)(F)F)N1CCC(N2CCCCC2)CC1	0.907	1	-17.8	2.9	-1.5	-0.0301	0.753	10.0	0.1
Cn1c2ccccc2c2nn(-c3ccccc3)c(=O)cc21	-0.117	1	-1.4	9.1	.	.	0.264	.	-1.7
